Screening data deposited in PubChem by several laboratories.
TbMetRS inhib – T. brucei MetRS inhibitors, primary screen, biochemical, luminescence. inhibition, % at 11.9 µM. actives 0.4% (n = 360,000). purified T. brucei MetRS, ATP depletion, Kinase-Glo luminescence. methionyl-tRNA synthetase (Trypanosoma brucei brucei);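 active means inhibition above a per-plate cutoff of the control wells' mean inhibition plus 3 SD, cut at about 5.5% in these data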;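 further: 0% = DMSO wells median and 100% = median of wells with control inhibitor compound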
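Test system – parasite MetRS enzyme · Reagent – substrates ATP, L-methionine and bulk Escherichia coli tRNA · Doses – 11.9 µM compound single dose, 0.9% DMSO · Times – 15 min enzyme-compound preincubation, 2 h reaction, 10 min detection, 25 °C · Signal – Kinase-Glo luminescence, ATP depletion format · Controls – DMSO-only wells as low control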
CendR NRP1 mod – modulators of CendR peptide binding to NRP-1, primary screen, biochemical, fluorescence polarization, uHTS; AID 602438, 2012; Neuropilin-1 (Homo sapiens), O14786; actives 0.85% (n = 360,000); FAM-RPARPAR peptide binding to NRP-1; inhibition, % at 25 µM;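 active means inhibition or corrected inhibition above about 18%, plus a signal ratio from 0.5 to 1.5, limit read from the data, passing the limit was not always enough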; further: strong numbers were not always called active
bovine MsrA act – bovine MsrA enzyme activators, primary screen, biochemical, absorbance, HTS; actives 0.3% (n = 360,000); activation, % at 10.6 µM; Methionine sulfoxide reductase A (Bos taurus); purified bovine MsrA, absorbance read-out; in the data active means activation above about 7.5%;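 further: 0% = vehicle and 100% = reference activator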
MLLE-PAM2 inh – inhibitors of PABP1 MLLE–PAM2 peptide binding, primary screen, biochemical, fluorescence polarization, FITC-PAM2, GST-MLLE. inhibition, % at 20 µM. Polyadenylate-binding protein 1 (Homo sapiens), P11940. actives 0.36% (n = 360,000); in the data active means inhibition above about 35%, passing the limit was not always enough;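 further: plate controls were DMSO wells with GST-MLLE for no effect and wells lacking GST-MLLE protein for full effect; some results filed as inactive read as strong as hits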
FAS-TE inh – FAS thioesterase domain inhibitors, primary screen, biochemical, fluorescence intensity, uHTS; Fatty acid synthase (Homo sapiens), P49327; recombinant FAS-TE, OMFH fluorogenic substrate, fluorescence endpoint; inhibition, % at 15 µM; actives 0.67% (n = 360,000);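 active means compounds whose normalised, plate-corrected inhibition of enzyme fluorescence in the single-dose primary screen is 50% or more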;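 further: 0% = DMSO with enzyme and 100% = substrate without enzyme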
MsrA inhibitor – bovine MsrA enzyme inhibitors, primary screen, biochemical, absorbance, HTS. Methionine sulfoxide reductase A (Bos taurus). actives 0.75% (n = 360,000). purified bovine MsrA, absorbance read-out. inhibition, % at 15.5 µM; in the data active means inhibition above about 4.5%;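 further: 0% = vehicle wells with enzyme and 100% = reference inhibitor wells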
SKN-1 block – suppressors of acrylamide-induced Pgst-4::GFP reporter in worms, primary screen, SKN-1 inhibitor project, whole organism, uHTS, GFP/RFP fluorescence ratio, strain VP596; C. elegans VP596 Pgst-4::GFP/RFP ratio, 24 h; AID 624304, 2012; actives 0.49% (n = 360,000); inhibition, % at 21.8 µM;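 active means interference check ratio from 0.5 to 1.5 plus GFP to RFP signal ratio inhibition reaching or exceeding a fixed threshold, cut at about 30% in these data, passing the limit was not always enough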; further: some compounds called inactive have numbers as strong as hits
E coli Lon inh – inhibitors of E. coli Lon protease, primary screen, biochemical, fluorescence polarization. inhibition, % at 7.94 µM. purified E. coli Lon protease. AID 602123, 2011. actives 0.42% (n = 360,000); in the data active means inhibition above about 13%, passing the limit was not always enough;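 further: 0% = enzyme with probe and DMSO and 100% = no enzyme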
Target sequence (P0A9M0 whole entry, looked up): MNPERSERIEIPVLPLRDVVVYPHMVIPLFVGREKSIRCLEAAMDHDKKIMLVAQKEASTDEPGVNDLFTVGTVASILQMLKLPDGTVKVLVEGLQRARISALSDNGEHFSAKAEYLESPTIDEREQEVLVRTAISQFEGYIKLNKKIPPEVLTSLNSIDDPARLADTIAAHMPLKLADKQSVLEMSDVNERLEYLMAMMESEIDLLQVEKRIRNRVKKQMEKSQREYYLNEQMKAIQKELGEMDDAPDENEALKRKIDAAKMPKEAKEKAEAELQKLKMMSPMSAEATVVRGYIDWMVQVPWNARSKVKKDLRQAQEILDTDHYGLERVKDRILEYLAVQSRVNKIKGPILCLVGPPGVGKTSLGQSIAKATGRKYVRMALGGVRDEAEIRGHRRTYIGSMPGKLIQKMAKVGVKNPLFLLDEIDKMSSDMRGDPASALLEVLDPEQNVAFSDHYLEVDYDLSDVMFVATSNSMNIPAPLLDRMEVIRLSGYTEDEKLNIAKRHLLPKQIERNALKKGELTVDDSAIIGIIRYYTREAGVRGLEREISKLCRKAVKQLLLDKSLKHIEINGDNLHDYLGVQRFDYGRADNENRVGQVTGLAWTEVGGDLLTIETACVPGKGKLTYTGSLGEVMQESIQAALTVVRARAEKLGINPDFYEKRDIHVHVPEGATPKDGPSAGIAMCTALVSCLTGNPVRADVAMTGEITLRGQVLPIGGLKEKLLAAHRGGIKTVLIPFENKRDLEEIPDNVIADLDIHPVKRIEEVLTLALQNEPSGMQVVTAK
MT1-MMP act inh – blockers of MT1-MMP proenzyme processing, primary screen, HT1080 RFP-PRO-GFP cells, GFP/RFP fluorescence | GFP/RFP ratio change, % at 20 µM | actives 0.061% (n = 360,000) | GFP/RFP ratio fluorescence, overnight; percent of plate control window, DMSO zero;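 active means GFP/RFP ratio change of at least 30% with cell ATP level not reduced by more than half and red fluorescence within 50% of control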; further: strong numbers were not always called active
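Assay system: HT1080 cells carrying an RFP-PRO-GFP reporter | Dosing: Single dose of 20 µM compound, 1% DMSO final | Incubation: Cells overnight before dosing, compound overnight, 37 °C, 5% CO2 | Evaluation: GFP/RFP fluorescence ratio | Control set: DMSO and RFP-L50D-GFP cell wells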
Active calls of the source: *; . = not tested or not shown. Rows were taken by chance. About 4% of those tested had a hit in this group.

The line under a structure holds: TbMetRS inhib	CendR NRP1 mod	bovine MsrA act	MLLE-PAM2 inh	FAS-TE inh	MsrA inhibitor	SKN-1 block	E coli Lon inh	MT1-MMP act inh
O=C(NCCn1cccc1)c1cccc2ccccc12
    -1.0	-4	-6	-2	-7	-0.8	8	-8	3
O=C(NC(=S)NCC1CCCO1)c1ccc(Cl)cc1 (stereo not given)
    0.8	-2	-5	24	-7	-0.3	10	-6	3
c1ccc(-c2nc(N3CCN(c4ccccc4)CC3)nc(-n3ccnc3)n2)cc1
    -0.9	0	-6	1	28	-1.1	-4	-5	-11
O=C1Nc2c(Br)cccc2C1=O
    -0.1	-8	2	-3	-6	-0.1	10	6	-2
Cc1[nH]c2ccccc2c1-c1nc2ccccc2[nH]1
    -1.7	-5	-11	7	-13	0.1	-5	4	5
O=C(CSc1nc2c(c(=O)n1-c1ccc(Cl)cc1)SCC2)N1CCCC1
    -0.6	4	-6	-26	-4	1.1	22	1	-2
Cn1c(=O)n(CCC(=O)O)c2ccccc21
    -1.2	-12	-13	-1	-16	2.4	-10	5	-7
CCCn1nnc(NC(=O)C(C)C)n1
    -0.5	4	-5	5	-7	0.3	8	10	0
Cc1c(C(=O)Nc2ccccc2Cl)oc2ccc(S(=O)(=O)N3CCC4(CC3)OCCO4)cc12
    -0.7	3	0	8	1	-0.3	0	2	5
O=C(COc1ccc(S(=O)(=O)N2CCOCC2)cc1)NCC1CCCO1 (stereo not given)
    -0.2	11	-3	-6	-5	2.5	11	3	-1
O=C(CN(c1ccccc1Cl)S(=O)(=O)c1ccccc1)NC1CC2CCC1C2 (stereo not given)
    0.1	-5	-1	3	10	-0.7	-3	-12	-3
Cc1nc(-c2cccc(S(=O)(=O)N3CCC(C)CC3)c2)cs1
    -1.2	-8	2	22	9	0.5	20	0	2
Cc1cc(=O)oc2cc(OCC(=O)Nc3nccs3)ccc12
    -0.3	-6	-3	-7	4	0.3	12	-2	0
Cc1nn(Cc2ccc(C(=O)N3N=C(C(F)F)CC3(O)C(F)F)o2)c(C)c1[N+](=O)[O-] (stereo not given)
    0.9	-6	-2	17	16	0.0	0	1	0
CSC(=NC(C)c1ccccc1)NS(=O)(=O)c1cccs1 (stereo not given)
    -0.9	5	-5	3	0	0.4	-7	-15	1
COCc1ccc(-c2c(-c3ccccc3OC)sc3cc4c(cc23)OCO4)cc1
    0.1	-9	-2	5	35	1.8	1	-1	0
COc1ccccc1C(=O)NCCCNc1ccc([N+](=O)[O-])cc1
    -0.1	6	-1	7	-7	-0.8	0	0	3
CCN(CC)CCNC(=O)C(Cl)=C1C(Cl)=C(Cl)C(Cl)=C1Cl
    -0.2	10	-2	13	-7	0.9	4	0	12
COc1cc(O)c(C(CCN2CCOCC2)c2ccc3c(c2)OCO3)c(OC)c1 (stereo not given)
    -0.1	3	1	3	-7	0.2	24	-3	1
O=C(/C=C/Nc1ccc(F)cc1)c1ccc(Oc2ncccn2)cc1
    -0.2	0	0	-10	-2	1.5	16	1	5

A few values from above:
TbMetRS inhib with `COc1cc(O)c(C(CCN2CCOCC2)c2ccc3c(c2)OCO3)c(OC)c1` (stereo not given) stands at -0.1
E coli Lon inh with `Cn1c(=O)n(CCC(=O)O)c2ccccc21` stands at 5
E coli Lon inh with `O=C(NCCn1cccc1)c1cccc2ccccc12` stands at -8
FAS-TE inh with `COCc1ccc(-c2c(-c3ccccc3OC)sc3cc4c(cc23)OCO4)cc1` stands at 35

Continuation:
The line under a structure holds: TbMetRS inhib	CendR NRP1 mod	bovine MsrA act	MLLE-PAM2 inh	FAS-TE inh	MsrA inhibitor	SKN-1 block	E coli Lon inh	MT1-MMP act inh
CC(OC(=O)CN1C(=O)NC2(CCCC2)C1=O)C(=O)Nc1cccc(Cl)c1 (stereo not given)
    0.2	17	-2	13	-7	-0.9	18	-3	2
COc1cc2c(cc1OC)C(C)N(CC(=O)Nc1ccc(C)c(S(=O)(=O)N3CCOCC3)c1)CC2 (stereo not given)
    -0.3	4	-2	-2	2	0.3	10	-1	-2
O=C(NCc1ccc(Cl)cc1)C1CCCO1 (stereo not given)
    -0.8	-2	-6	-2	-3	0.4	-13	1	0
CCN(CC)C(=O)CSc1nc2ccccc2c(=O)n1-c1cccc(OC)c1
    -0.6	9	-2	-5	-2	0.8	-4	1	10
Cc1ccc(Cl)cc1NC(=O)CN1C(=O)NC2(CCCCCC2)C1=O
    0.0	-1	-4	6	4	1.6	-3	-8	-1
COc1ccc(-c2nc(-c3cccs3)no2)cc1
    -1.5	-10	-11	-5	16	1.4	38*	-2	1
CC(Sc1nc2ccccc2c(=O)n1C)C(=O)N(C)C1CCCCC1 (stereo not given)
    -0.4	-4	-2	-20	4	-1.1	21	-4	-2
CC(C)(C)c1ccc(-c2nnc(N)s2)cc1
    -0.2	-2	-2	3	4	-0.4	3	-3	5
COC(=O)CSC1=C(C#N)C(c2ccccc2F)CC(=O)N1 (stereo not given)
    -0.3	-2	-2	-37	-5	0.6	6	5	0
COc1ccc(O)c(C2NC(CC(C)C)(C(=O)O)C3C(=O)N(Cc4ccccc4)C(=O)C23)c1 (stereo not given)
    -1.1	-11	-13	0	-12	-0.4	4	17	0
O=S(=O)(c1cccc(-c2nnc3n2CCCCC3)c1)N1CCCC1
    1.0	15	1	2	-4	0.4	5	5	3
C=CCN1C(=O)C(CC(=O)NCC)SC1=Nc1ccc(S(N)(=O)=O)cc1 (stereo not given)
    -0.4	-96	-1	-1	-6	-0.2	17	-9	-3
Brc1cccc(CN2CCCCCC2)c1
    -0.6	7	-1	-2	-6	0.0	6	-6	0
Cc1ccc(S(=O)(=O)N2CCC(C(=O)OCCOc3cccc(C)c3)CC2)cc1
    0.2	5	1	-6	22	0.8	1	-3	1
CC(NC(=O)[C@@H](NC(=O)[C@@H]1Cc2ccccc2CN1)C(C)C)c1ccccc1 (stereo not given in full)
    -0.6	-3	3	5	-2	0.9	-7	16	-1
CCOC(=O)COc1cc([N+](=O)[O-])cc2cccnc12
    -0.6	-11	-12	9	11	1.6	1	13	2
COc1ccccc1-c1cc2nc(NCCc3ccc(S(N)(=O)=O)cc3)ccn2n1
    -0.3	-10	-7	-4	-8	-0.1	15	3	-5
COC(C[C@@H]1O[C@@H]1C(=O)[C@@H](C)OCc1ccccc1)OC
    -0.3	2	1	-8	-5	0.7	3	-1	3
COc1ccc(-c2noc(CSc3nc(-c4ccccc4)cc(=O)[nH]3)n2)cc1
    -0.3	-10	-1	-112	-2	.	11	2	5
O=C1[C@H](Cc2ccccc2)NCC=CC[C@H](c2ccc(Cl)cc2)N1Cc1ccc(Cl)cc1
    -0.5	6	-4	2	31	0.3	-26	-4	-9

By substructure, the entries above with four or more nitrogen atoms
The line under a structure holds: TbMetRS inhib	CendR NRP1 mod	bovine MsrA act	MLLE-PAM2 inh	FAS-TE inh	MsrA inhibitor	SKN-1 block	E coli Lon inh	MT1-MMP act inh
c1ccc(-c2nc(N3CCN(c4ccccc4)CC3)nc(-n3ccnc3)n2)cc1
    -0.9	0	-6	1	28	-1.1	-4	-5	-11
CCCn1nnc(NC(=O)C(C)C)n1
    -0.5	4	-5	5	-7	0.3	8	10	0
Cc1nn(Cc2ccc(C(=O)N3N=C(C(F)F)CC3(O)C(F)F)o2)c(C)c1[N+](=O)[O-] (stereo not given)
    0.9	-6	-2	17	16	0.0	0	1	0
O=S(=O)(c1cccc(-c2nnc3n2CCCCC3)c1)N1CCCC1
    1.0	15	1	2	-4	0.4	5	5	3
C=CCN1C(=O)C(CC(=O)NCC)SC1=Nc1ccc(S(N)(=O)=O)cc1 (stereo not given)
    -0.4	-96	-1	-1	-6	-0.2	17	-9	-3
COc1ccccc1-c1cc2nc(NCCc3ccc(S(N)(=O)=O)cc3)ccn2n1
    -0.3	-10	-7	-4	-8	-0.1	15	3	-5
COc1ccc(-c2noc(CSc3nc(-c4ccccc4)cc(=O)[nH]3)n2)cc1
    -0.3	-10	-1	-112	-2	.	11	2	5

The listing continues:
The line under a structure holds: TbMetRS inhib	CendR NRP1 mod	bovine MsrA act	MLLE-PAM2 inh	FAS-TE inh	MsrA inhibitor	SKN-1 block	E coli Lon inh	MT1-MMP act inh
CCOP(=O)(OCC)C(Nc1ccccc1)c1cc(OC)ccc1OC (stereo not given)
    -0.8	4	-3	6	-3	0.6	7	-5	-13
Cc1ccc(N2C(=O)CCSC23C(=O)Nc2ccccc23)cc1 (stereo not given)
    -0.4	3	-5	-6	-8	0.2	13	12	-4
Cc1cc(=O)[nH]c(Nc2ccc(N(C)C)cc2)n1
    -1.6	9	-1	1	-3	-0.6	10	-5	-2
CCC(=O)Nc1ccc2oc(-c3ccccc3Br)nc2c1
    -0.6	10	-2	1	6	1.9	2	11	-1
COc1cc(/C=C/C(=O)OCC(=O)N2CCN(C(=O)c3ccco3)CC2)ccc1O
    -0.5	3	-5	6	-8	2.9	5	0	2
